Assay outcomes as filed in PubChem BioAssay.
NTR1 ag = NTR1-driven beta-arrestin-GFP spot formation – imaging, U2OS cells, high content, primary screen (AID 493036); agonist mode; activation, % at 20 µM; actives 0.17% (n = 330,000); P30989;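 active = activation at or above 40% of the spot to cytoplasm intensity ratio, with at least 20 cells analyzed; inconclusive = wells under 20 cells, flagged as cytotoxic or low count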;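 also: 0% = DMSO without peptide and 100% = 100 nM NTR1 peptide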
Target sequence (P30989 whole entry, looked up): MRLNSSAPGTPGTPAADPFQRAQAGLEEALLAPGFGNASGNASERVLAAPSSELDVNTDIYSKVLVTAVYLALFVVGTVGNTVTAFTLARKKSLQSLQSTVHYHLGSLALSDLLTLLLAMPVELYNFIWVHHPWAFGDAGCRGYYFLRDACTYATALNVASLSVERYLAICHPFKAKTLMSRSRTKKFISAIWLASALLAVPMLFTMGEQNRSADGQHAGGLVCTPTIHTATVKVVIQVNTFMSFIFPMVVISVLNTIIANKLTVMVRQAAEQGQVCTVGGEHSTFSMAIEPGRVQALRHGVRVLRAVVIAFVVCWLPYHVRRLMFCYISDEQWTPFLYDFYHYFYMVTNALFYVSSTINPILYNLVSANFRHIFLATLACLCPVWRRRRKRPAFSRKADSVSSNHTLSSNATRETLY
MgcRacGAP inhibition = MgcRacGAP GTPase-activating activity inhibitors, confirmation, biochemical, ADP Hunter fluorescence; AID 624330; actives 0.6% (n = 340,000); inhibition, % at 30 µM, or IC50 in µM where a hit was titrated; MgcRacGAP-stimulated Rac1 GTP hydrolysis, ADP Hunter fluorescence; higher % means a stronger effect; GST-tagged Rac1 F28L mutant substrate;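 active = first-screen hits whose inhibition reached a set limit at any dose in the follow-up dose series; inconclusive = inhibition above the set first-screen limit but never retested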;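 also: fluorescence reports GDP produced by GAP-driven GTP hydrolysis; strong numbers were not always called active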
GPR35 arrestin U2OS = inhibition of zaprinast-stimulated GPR35 beta-arrestin translocation – imaging, U2OS, beta-arrestin-GFP, zaprinast agonist, primary screen (AID 2058); U2OS GPR35 beta-arrestin-GFP translocation imaging, zaprinast antagonism; higher % means a stronger effect; inhibition, % at 10 µM; hits with a dose series show IC50 in µM; actives 0.052% (n = 290,000);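 active = inhibition of at least 50% with at least 30 cells and total cytoplasm GFP at most 10,000,000; inconclusive = under 30 cells or total GFP of 10,000,000 plus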
GPR55 antagonists = GPR55 antagonists blocking LPI-driven arrestin recruitment, primary screen, imaging, U2OS, beta-arrestin-GFP, LPI agonist (AID 2013); inhibition, % at 10 µM, or IC50 in µM where a hit was titrated; U2OS GPR55 beta-arrestin-GFP translocation imaging, LPI antagonism; higher % means a stronger effect; actives 0.13% (n = 290,000);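 active = spots per cell inhibited over 60%, with over 100 cells counted and total cytoplasm intensity under 500,000; inconclusive = wells with under 100 cells, flagged as likely toxic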;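 also: U2OS cells stably carrying GPR55 and arrestin-GFP stimulated by 5 µM LPI near EC80; imaged beta-arrestin-GFP aggregate spots per cell after agonist stimulation; plate controls were LPI-stimulated DMSO wells for no effect and DMSO wells without LPI for full effect; some results filed as inactive read as strong as hits; confirmed hits need IC50 under 10 µM and bright autofluorescent wells are also inconclusive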
Yfh1-depleted yeast = enhancers of respiration in Yfh1-depleted yeast, dose response, Friedreich's ataxia, plus single-dose screen (AID 1465). S. cerevisiae Yfh1-off respiration, WST-1 reduction, 72 h; higher fold induction means a stronger effect. actives 0.074% (n = 220,000). fold induction at 50 µM; hits with a dose series show EC50 in µM;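 active = fold induction of absorbance versus untreated yeast above a set limit, then at least 30% activation at any dose in follow-up; inconclusive = repeats straddling the limit, or above it without dose testing; inactive = fold induction below the set limit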;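 also: activators that raise dye reduction in frataxin-depleted yeast; strong numbers were not always called active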
AID2073 = inhibitors of Mint1-CaV2.2 protein interaction, biochemical, HTRF (AID 2073) | HTRF protein-protein interaction, Mint1-CaV2.2; higher % means a stronger effect | one-dose inhibition, % at 20 µM; IC50 in µM for titrated hits | actives 0.19% (n = 290,000); in the data active = inhibition mostly above about 51%, no sharp cut-off; inconclusive = no clear call, values can overlap the other calls; inactive = mostly below about 53%; also: some results filed as inactive read as strong as hits
GPR55 beta-arrestin = GPR55 agonists via beta-arrestin recruitment, primary screen, imaging, U2OS cells, beta-arrestin-GFP redistribution (AID 1961). activation, % at 10 µM; hits with a dose series show EC50 in µM. U2OS GPR55 beta-arrestin-GFP redistribution imaging; higher % means a stronger effect. actives 0.048% (n = 290,000);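 active = activation above 40% with more than 50 cells counted in the well; inconclusive = wells holding fewer than 50 cells, flagged as toxic or sparse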;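 also: U2OS osteosarcoma cells stably expressing GPR55 and beta-arrestin-GFP; plate controls were DMSO negative control for no effect and LPI positive control for full effect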
Large T inhibition = SV40 large T antigen inhibitors, biochemical (AID 1903) | actives 0.39% (n = 310,000) | SV40 large T antigen ATPase/helicase inhibition assay; higher % means a stronger effect | one-dose inhibition, % at 20 µM; IC50 in µM for titrated hits; in the data active = a potency from the dose series; inconclusive = inhibition mostly from about 32% at the one dose, without a potency; inactive = the rest, 99 in 100 with inhibition below about 32%; also: strong numbers were not always called active
NS5 inhibitors = flavivirus cap methylation enzyme inhibition – biochemical, confirmation dose response, primary screen (AID 588689) | actives 0.3% (n = 340,000) | Dengue-2 NS5 methyltransferase capping enzyme assay, biochemical; higher % means a stronger effect | inhibition, % at 25 µM, or IC50 in µM where a hit was titrated; in the data active = a potency from the dose series; inconclusive = inhibition above about 29% without an active follow-up result
NTR1 ag cell count 20 µM = second read-out of NTR1 ag, no call of its own (marks repeat the call); cell count; measured here: cell count, cytotoxicity flag
NS5 inhibitors pilot replicate = further read-out of NS5 inhibitors, marked with its call; inhibition, %; measured here: pilot screen replicate inhibition
* marks the source's active call; other numbers are inactive results; i = inactive; u = inconclusive; x = not tested or not shown.

SMILES	NTR1 ag	NTR1 ag cell count 20 µM	MgcRacGAP inhibition	GPR35 arrestin U2OS	GPR55 antagonists	Yfh1-depleted yeast	AID2073	GPR55 beta-arrestin	Large T inhibition	NS5 inhibitors	others
Cc1oc2ccc(O)cc2c1C(=O)c1ccc([N+](=O)[O-])cc1	-1.3	29	9%	8%	-3%	i	-4%	-0.3%	6%	-3%
O=S(=O)(CCn1cccc1)CCn1cccc1	-2.6	50	-2%	-2%	1%	i	16%	-0.3%	2%	3%
O=[N+]([O-])c1ccc(N/N=C/c2ccccc2)cc1	4.1	57	20%	4%	5%	i	5%	-0.2%	16%	-16%
Cc1c(Cl)cccc1NC(=O)COc1ccc(S(=O)(=O)N2CCOCC2)cc1	-2.3	58	8%	-7%	6%	i	13%	-0.1%	16%	-5%
O=C(COc1ccccc1)NC(=S)Nc1ccc2c3c(cccc13)CC2	7.7	57	6%	-11%	1%	i	32%	-0.1%	2%	5%
O=C(Nc1ccccc1)O/N=C/c1ccccc1Cl	-0.4	62	11%	8%	1%	i	1%	-0.1%	0%	-5%
C/C(=N/NC(=O)Cc1cccn1C)c1ccccc1	-0.5	43	-1%	-12%	7%	i	-7%	-0.1%	-6%	-1%
COc1ccc(C2/C(=C(/O)c3ccccc3)C(=O)C(=O)N2C)cc1OC (stereo not drawn)	-0.5	56	2%	-4%	8%	x	16%	0.2%	4%	-2%	NS5 inhibitors pilot replicate=1.5
CN(C)CCNC(=S)Nc1ccc(F)c(F)c1F	-1.0	35	6%	0%	5%	i	-12%	0.1%	1%	5%
N#C/C(=C/c1ccccc1[N+](=O)[O-])C(=O)NCc1ccco1	1.0	65	5%	9%	28%	i	6%	0.3%	14%	5%
CCOc1ccc(-c2cc(C(=O)N3CCN(c4ccccn4)CC3)c3ccccc3n2)cc1	9.6	70	5%	11%	-2%	i	0%	0.4%	0%	1%
O=C(NCc1cnn(-c2ccc(F)cc2)c1)C1CCC(=O)N(C2CC2)C1 (stereo not drawn)	0.9	78	3%	12%	0%	x	0%	-0.1%	6%	3%
O=C(Cn1cnc2c(nnn2Cc2ccccc2)c1=O)N1CCCc2ccccc21	5.2	63	-1%	-3%	-2%	x	-7%	0.4%	5%	-7%
COc1ccc(CCNS(=O)(=O)c2csc(C(N)=O)c2)cc1OC	0.9	64	6%	0%	-7%	x	9%	-0.1%	10%	-5%
CC(=O)c1ccc(NC(=O)C(C)OC(=O)COc2ccc(C#N)cc2)cc1 (stereo not drawn)	-0.9	52	4%	0%	10%	i	-2%	-0.2%	7%	-2%
Cc1cc(Cl)ccc1OCC(=O)N/N=C1\CC2C=CCC12 (stereo not drawn)	3.6	46	7%	-4%	9%	i	6%	0.2%	6%	0%
CCN1CC(=O)Nc2cc(S(=O)(=O)N3CCOCC3)ccc21	1.7	74	19%	-2%	-9%	i	7%	1.0%	11%	-17%
CCCCNC(=O)c1onc(CSc2cccc(Cl)c2)c1C(=O)O	-2.4	90	5%	4%	3%	i	0%	-0.1%	10%	7%
Cc1ccc(C(=O)OCC(=O)N2CCOCC2)c(C)c1	-0.9	44	7%	6%	4%	x	-2%	-0.1%	7%	1%
Cc1ccc(C)c(Oc2coc3cc(O)ccc3c2=O)c1	1.5	79	-1%	4%	6%	x	41%	0.0%	2%	-2%
CC(NC(=O)c1ccccc1F)c1ccccc1 (stereo not drawn)	1.6	54	11%	3%	10%	i	11%	-0.3%	4%	-2%
CC1(c2ccccc2)NC(=O)N(CCN2C(=O)c3ccccc3C2=O)C1=O (stereo not drawn)	-0.3	97	4%	6%	7%	i	-3%	0.6%	23%	-9%
CC(=O)NC1C(=O)N(CCc2ccccc2)c2ccccc21 (stereo not drawn)	-0.7	67	-3%	-12%	6%	i	-1%	-0.2%	3%	4%
CCOC(=O)NCCc1ccc(OC)cc1	1.1	38	10%	-16%	11%	i	6%	0.3%	-1%	4%
Cc1nc(-c2ccncc2)nc(NCCNc2ccc(C(F)(F)F)cn2)c1Cl	3.0	67	6%	-7%	-8%	i	13%	-0.2%	15%	-5%
(further entries)
SMILES	NTR1 ag	NTR1 ag cell count 20 µM	MgcRacGAP inhibition	GPR35 arrestin U2OS	GPR55 antagonists	Yfh1-depleted yeast	AID2073	GPR55 beta-arrestin	Large T inhibition	NS5 inhibitors	others
O=C(NCCN1CCN(C(=O)Nc2ccccc2)CC1)Nc1ccccc1	1.0	51	-3%	3%	-10%	i	1%	-0.1%	4%	-13%
COC(=O)c1ccccc1NC(=O)Cn1c(CCC(=O)O)ccc1-c1cccs1	-1.2	52	8%	-8%	11%	i	18%	0.3%	9%	-15%
CC1C/C(=N/NC(=O)c2ccc(CSc3nc4ccccc4[nH]3)cc2)CC(C)(C)C1 (stereo not drawn)	1.0	51	6%	5%	-14%	i	2%	0.0%	0%	-6%
COC(=O)C(Cc1ccc(O)cc1)NC(=O)CCOc1ccc(OC)cc1 (stereo not drawn)	0.7	46	8%	0%	12%	x	5%	-0.1%	11%	1%
CC1C[C@@]2(NC(=O)NC2=O)C(C)CN1C (stereo partly drawn)	0.1	43	11%	-11%	1%	i	-6%	1.2%	-2%	-9%
Cc1cc(NCCO)c2ccccc2n1	-0.9	60	11%	16%	7%	x	3%	0.0%	2%	-5%
CC(=O)NCCn1c(SCC(=O)NC2CCCCC2)nc2ccccc2c1=O	-0.2	60	6%	7%	12%	i	1%	0.0%	6%	-1%
NC(=O)c1ccccc1NC(=O)Nc1cccc2ccccc12	0.6	99	15%	-5%	3%	i	17%	0.2%	19%	5%
CCNC(=O)CSc1nc2ccccc2c(=O)n1-c1cccc(OC)c1	0.8	31	1%	13%	-7%	i	0%	-0.3%	3%	-4%
CSc1nc(Sc2ccccc2)c2ccccc2n1	7.0	39	10%	-4%	4%	i	22%	0.2%	2%	-3%
CCC(C)C(NC(=O)/C(=C\c1ccccc1)NC(=O)c1ccc(OC)cc1)C(=O)O (stereo not drawn)	0.8	49	4%	-18%	2%	i	1%	-0.1%	12%	-3%
COc1cccc(-c2csc(N3CCN(C(=S)Nc4cccc(C)c4)CC3)n2)c1	1.0	42	9%	11%	3%	i	3%	0.1%	x	-11%
N/C(=N\OC(=O)COc1ccc(Cl)cc1)c1ccc(Cl)cc1	-0.5	81	13%	-11%	13%	i	-3%	0.1%	-11%	-15%
CCCCNC(=O)OCCSCCS(=O)(=O)c1ccc(Cl)cc1	0.3	47	-3%	4%	-2%	i	5%	-0.3%	4%	10%
COc1ccc(C2/C(=C(\O)c3ccc4c(c3)OCCO4)C(=O)C(=O)N2CCCN(C)C)cc1 (stereo not drawn)	-1.5	53	2%	23%	6%	i	4%	-0.2%	19%	4%
Cc1ccnc(NS(=O)(=O)c2ccc(NC(=O)CCS(=O)(=O)c3ccccc3)cc2)n1	-0.7	94	-3%	-9%	4%	i	-4%	0.1%	13%	-9%
CCO[C@H]1OC(C(=O)NC2CC2)=C[C@@H](c2ccccc2)[C@@H]1CCCO	-0.2	68	9%	-17%	-3%	i	11%	-0.1%	15%	1%
Cc1occc1C(=O)N1CCN(c2ccc(Cl)c(Cl)c2)CC1	8.0	81	9%	5%	-7%	i	-5%	0.2%	-2%	-6%
O=C(CSc1nc(N2CCOCC2)nc(N2CCOCC2)n1)Nc1ccc(Cl)cc1Cl	6.0	66	5%	-7%	10%	x	-30%	-0.2%	8%	-2%
O=C(NCc1ccc(F)cc1)c1cc2ccccn2n1	0.2	72	12%	-3%	3%	i	3%	-0.1%	4%	-4%
O=C(Cc1ccccc1)NC(NCCCN1CCOCC1)(C(F)(F)F)C(F)(F)F	-1.1	38	9%	6%	11%	i	5%	-0.2%	5%	3%
CCn1c(=O)c2cc(C(=O)Nc3ccc(OC)cc3OC)sc2c2ccccc21	0.9	60	10%	6%	11%	i	32%	-0.1%	12%	4%
CCOc1ccc(Cl)cc1S(=O)(=O)N1CCC(C(=O)NCc2ccco2)CC1	-2.1	40	6%	-4%	-7%	x	-8%	-0.2%	7%	2%
CC(C)C1=CC2=CCC3C(C)(C(=O)O)CCCC3(C)C2CC1 (stereo not drawn) (tested in a mixture with another compound)	2.2	67	x	-6%	2%	x	-1%	-0.2%	-36%	x
COc1ccc(C2(NC(C)=O)CCN(Cc3cccnc3)CC2)cc1	0.2	51	12%	-4%	1%	x	4%	0.1%	7%	4%
Additional records follow:
SMILES	NTR1 ag	NTR1 ag cell count 20 µM	MgcRacGAP inhibition	GPR35 arrestin U2OS	GPR55 antagonists	Yfh1-depleted yeast	AID2073	GPR55 beta-arrestin	Large T inhibition	NS5 inhibitors	others
CCc1ccccc1N(C1=NCCCS1)S(=O)(=O)c1ccc(C(C)(C)C)cc1	2.9	75	4%	2%	35%	i	3%	0.9%	-1%	-3%
CC(C)(C)c1nnc(N/N=C/c2ccc(O)cc2)n(N)c1=O	1.1	60	123µM*	-5%	8%	i	-13%	0.3%	u	-3%
O=S1(=O)CC2NC(=S)N(c3cccc(Br)c3)C2C1 (stereo not drawn)	-0.5	56	x	-12%	5%	i	-8%	0.2%	12%	x
COc1ccc(C(=O)Nc2cc3c4c(c2)CC(=O)N4CCC3)cc1	-0.4	61	3%	x	x	x	x	x	6%	0%
CCn1c(=N)n(CCO)c2ccccc21	0.0	49	2%	19%	5%	i	-5%	0.3%	-9%	-6%
CCCCCc1cc(=O)oc2c(C(CCN3CCCC3)c3cc(OC)c(OC)c(OC)c3)c(OC)cc(OC)c12 (stereo not drawn)	37	84	8%	-11%	18%	i	15%	0.0%	1%	-12%
COc1ccc(OC)c(/C=C/C(=O)N2C(=O)c3cccc(N)c3C2=O)c1	22	63	7%	-17%	1%	i	u	0.7%	0%	3%
O=C(c1ccc(N2CCCS2(=O)=O)cc1)N1CCN(c2ccccc2)CC1	-1.1	55	6%	-5%	-11%	x	-1%	-0.1%	14%	0%
CCN(C(=O)COC(=O)CNC(=O)c1ccc(F)cc1)C1CCS(=O)(=O)C1 (stereo not drawn)	-0.7	37	3%	7%	-8%	i	-3%	0.1%	6%	4%
